Compound activity as filed in PubChem BioAssay.
DRD3 antagonist – blocks the human D3 dopamine receptor; max response, negative = inhibition, %; P35462; D3R cells, DiscoveRx beta-arrestin luminescence, antagonist mode; hits give low values; AID 652054; 360,000 tested, 2.5% active; in the data active = max response below about -50%; inconclusive = no clear call, values can overlap the other calls; note: % is set by controls: 0 for no effect and ±100 for the full control effect; mostly tested at two doses, the higher about 12 µM
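Cells plated overnight at 1500 cells/well, then exposed to library compounds with dopamine controls for 90 minutes at 37 degrees C. DiscoveRx reagent added for 30–60 minutes at room temperature; luminescence read, quantitative HTS format.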
TDP-43 yeast inh – rescues yeast growth from TDP-43 toxicity | 410,000 tested, 1.8% active | AID 652104 | Potency, µM (doses to about 46.1 µM), for the others: at the top dose growth rescue (activation), hits mostly activators | TDP-43 expressing yeast growth rescue, BacTiter-Glo, 24 h; note: potency is the fitted concentration of half-maximal effect; % of control where 0% means no effect; nearly all actives have a fitted effect of over 50% in size
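Luminescence from BacTiter-Glo reports growth of TDP-43-expressing yeast after 24 hr at 30 deg C with compound. Cells were raffinose-pregrown to mid-log, then seeded in galactose medium at OD600=0.02.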
GLP1R cytotox – cytotoxicity in counter-screen for GLP-1R inverse agonists; HEK293 cAMP-luciferase reporter cells, luminescence, 24 h; Potency, µM (doses to about 38.3 µM), inactives show at the top dose activity change, negative = inhibition, usual class: inhibitors; 410,000 tested, 0.13% active;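 note: loss of luciferase light is scored as toxicity; potency is the fitted concentration of half-maximal effect; % is set by controls: 0 for no effect and ±100 for the full control effect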
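Seeding density was 200 cells/uL; after overnight-length (12 h) culture, 23 nL compounds went on for 24 h at 37 °C. Readout used a luciferase detection reagent, luminescence taken after 12 min at room temperature.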
GLP1R ag – activates the human GLP-1 receptor; AID 624172; 380,000 tested, 0.007% active; HEK293 GLP-1R CRE-luciferase, luminescence, 4-6 h; cells express a hypersensitive GLP-1R form; P43220; Potency, µM (titrated, usually from 45.6 µM), inactives show at the top dose activation, hits mostly activators; note: potency is the fitted concentration of half-maximal effect; % of control where 0% means no effect
Target sequence (P43220 whole entry, looked up): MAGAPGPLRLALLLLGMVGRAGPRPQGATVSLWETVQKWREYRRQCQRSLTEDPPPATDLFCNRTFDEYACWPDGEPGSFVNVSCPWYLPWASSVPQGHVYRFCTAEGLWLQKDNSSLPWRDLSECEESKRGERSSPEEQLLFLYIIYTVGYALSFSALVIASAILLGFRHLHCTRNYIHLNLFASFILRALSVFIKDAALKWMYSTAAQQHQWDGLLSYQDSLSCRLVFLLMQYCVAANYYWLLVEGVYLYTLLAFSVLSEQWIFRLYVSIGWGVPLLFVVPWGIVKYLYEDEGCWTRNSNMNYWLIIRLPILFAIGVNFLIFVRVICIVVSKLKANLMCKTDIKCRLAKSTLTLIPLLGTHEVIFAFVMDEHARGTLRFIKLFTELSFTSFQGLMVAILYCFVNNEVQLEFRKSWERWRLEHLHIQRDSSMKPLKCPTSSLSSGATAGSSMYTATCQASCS
GLP1R inv ag – GLP-1 receptor (human) inverse agonism | P43220 | HEK293 GLP-1R CRE-luciferase, luminescence, 24 h; GLP-1R form is constitutively active | Potency, µM (highest dose often 38.3 µM), without a hit: top-dose activity change, negative = inhibition, most hits filed as inhibitors | 410,000 tested, 1.6% active; note: potency is the fitted concentration of half-maximal effect; % is set by controls: 0 for no effect and ±100 for the full control effect; nearly all actives have a fitted effect of over 55% in size
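Constitutively active GLP-1R drives a cAMP-responsive luciferase in stably transfected HEK293 cells; test compounds are added after overnight (12 h) attachment and left 24 hr, and signal loss in luminescence marks inhibition.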
aSyn yeast inh – alpha-synuclein toxicity inhibition in yeast | AID 652106 | Potency, µM (titrated, usually from 46.1 µM), for inactives: top-dose growth rescue (activation), usual class: activators | 370,000 tested, 0.14% active | Yeast expressing alpha-synuclein, growth rescue, BacTiter-Glo, 24 h; note: potency is the fitted concentration of half-maximal effect; % of control where 0% means no effect; nearly all actives have a fitted effect of over 65% in size
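Galactose-induced alpha-syn yeast (OD600=0.02, raffinose-pregrown) + pinned cpd, 24 hr, 30 deg C; growth by BacTiter-Glo luminescence. Growth restoration scores as activation.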
D3 ag – D3 dopamine receptor (human) agonism; max activation, %; 410,000 tested, 0.58% active; D3R DiscoveRx beta-arrestin cells, luminescence, 90 min; in the data active = max activation above about 30%; note: 0% is about no effect; mostly tested at two doses, the higher about 12 µM
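Agonist mode: compounds and dopamine controls were applied to plated cells for 90 min at 37 degrees C after an overnight attachment at 1500 cells/well. Luminescent read-out followed 30 - 60 minutes at room temperature with DiscoveRx detection reagent.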
PTHR1 agonist – PTHR1 (human) receptor agonism. Q03431. HEK293 GP2 PTHR1 cells, GloSensor cAMP luminescence, 1 h. Potency, µM (highest dose often 115 µM), for the others: at the highest dose activation, usual class: activators. 410,000 tested, 0.075% active; note: potency is the fitted concentration of half-maximal effect; nearly all actives have a fitted effect of over 55% in size; some results filed as inactive show a strong effect at the top dose; inactives centre near -15; many of its hits are not listed in these tables
Target sequence (Q03431 whole entry, looked up): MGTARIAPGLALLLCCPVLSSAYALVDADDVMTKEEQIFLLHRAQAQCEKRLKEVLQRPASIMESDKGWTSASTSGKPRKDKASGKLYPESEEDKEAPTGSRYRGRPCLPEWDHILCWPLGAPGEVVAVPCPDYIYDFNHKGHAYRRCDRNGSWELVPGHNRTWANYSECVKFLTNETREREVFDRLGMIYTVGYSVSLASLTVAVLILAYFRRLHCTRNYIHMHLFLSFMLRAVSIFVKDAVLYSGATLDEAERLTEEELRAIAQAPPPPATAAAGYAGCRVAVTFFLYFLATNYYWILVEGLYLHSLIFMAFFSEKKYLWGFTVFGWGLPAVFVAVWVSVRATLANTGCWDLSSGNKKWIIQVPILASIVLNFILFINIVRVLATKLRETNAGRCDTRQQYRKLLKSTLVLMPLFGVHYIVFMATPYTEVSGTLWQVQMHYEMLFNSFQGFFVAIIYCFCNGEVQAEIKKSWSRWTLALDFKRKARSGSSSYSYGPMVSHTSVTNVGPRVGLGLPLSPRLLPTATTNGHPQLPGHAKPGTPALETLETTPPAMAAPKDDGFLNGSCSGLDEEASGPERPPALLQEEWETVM
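HEK-293-derived GP2 cells expressing PTHR1 and a GloSensor cAMP reporter, 3,000/well, plated overnight, given luciferin plus IBMX (each 0.5 mM as added) for 1 h at 37 °C, then compound for 1 h at 37 °C. Luminescence was read after 15 min at room temperature.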
KB-V1 cytotox – kills drug-selected multidrug resistant KB-V1 cells; KB-V1 MDR cells viability, CellTiter-Glo, 72 h; Potency, µM (series often up to 46.1 µM), for inactives: at the top dose activity change, negative = cytotoxicity, actives largely listed as cytotoxic; 400,000 tested, 3.4% active; note: potency is the fitted concentration of half-maximal effect; % is set by controls: 0 for no effect and ±100 for the full control effect; nearly all actives have a fitted effect of over 60% in size
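Following 72 h at 37 degrees C with compound, KB-V1 cell viability was read by CellTiter-Glo luminescence, medium being phenol-red-free DMEM plus 10% FBS; concentration-response parameters came from normalized, curve-fitted qHTS data.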
Starred values were filed as active, the others as inactive; i = inactive; ? = inconclusive; . = no result given; & = joins results of further samples; [ ] = another dose, or the depositor's remark. Unless noted, calls come from the whole dose curve; as a rule, active = well fitted curve in the direction sought with a large enough effect; inconclusive = small, poorly fitted or top-dose-only effect, or another doubt; inactive = no such curve, though single readings can be large; an effect the other way counts as inactive or inconclusive.

cpd	SMILES	DRD3 antagonist	TDP-43 yeast inh	GLP1R cytotox	GLP1R ag	GLP1R inv ag	aSyn yeast inh	D3 ag	PTHR1 agonist	KB-V1 cytotox
1	O=C(c1ccc(O)c(Cl)c1)N1CCN(S(=O)(=O)c2ccccc2)CC1	2	-6%	0%	-9%	-17%	-2%	2	i	-17%
2	Cc1sc2ncnc(NCC3COc4ccccc4O3)c2c1C (stereo not drawn)	9	29%	46%[activator]	5%	8%	20%	11	-57%	-17%
3	O=C(O)c1ccc(Cl)c(NC(=S)NC(=O)c2cccc(COc3ccccc3)c2)c1	22	-2%	2%	0%	54%[activator]	11%	3	-18%	-8%
4	CCOC(=O)c1ccc(NC(=O)C(CC)CC)cc1	4	24%	-3%	-1%	7%	2%	3	-12%	-1%
5	Cc1noc(NS(=O)(=O)c2ccc(NC(=O)CSc3nc4c(cc3C#N)CCCC4)cc2)c1C	39	25%	4%	-5%	3%	8%	4	-20%	?
6	O=C(O)c1ccc(-n2cccc2/C=C2/NC(=O)N(c3cccc(Cl)c3)C2=O)cc1	7	13%	5%	-4%	5%	?	-5	-38%[inhibitor]	3%
7	COc1ccc(OC)c(CN2C(=O)c3ccccc3C2c2nnnn2C(C)C)c1 (stereo not drawn)	-21	14%	6%	1%	7%	-3%	-6	i	-29%
8	Cc1ccc(NC(=O)c2cc(-c3ccc(C)o3)nc3ccccc23)cc1	8	?	13%	-7%	-15%	28%	-1	-7%[57.5 µM]	-26%
9	C[C@H]1COC(=O)[C@H](Cc2ccc(F)cc2)C/C=C\C[C@@H](CC(=O)N(CCO)Cc2ccccc2)C(=O)N1	28	16%	0%	8%	13%	3%	-4	-43%[inhibitor]	6%
10	O=C(NCCCN1CCOCC1)c1cc2ccccc2cc1O	-19	-8%	73%[activator]	-3%	-3%	-2%	-17	i	5%

Single records, from the list above. Order of values: DRD3 antagonist	TDP-43 yeast inh	GLP1R cytotox	GLP1R ag	GLP1R inv ag	aSyn yeast inh	D3 ag	PTHR1 agonist	KB-V1 cytotox
Profile of O=C(NCCCN1CCOCC1)c1cc2ccccc2cc1O = -19	-8%	73%[activator]	-3%	-3%	-2%	-17	i	5%
Profile of CCOC(=O)c1ccc(NC(=O)C(CC)CC)cc1 = 4	24%	-3%	-1%	7%	2%	3	-12%	-1%
Profile of O=C(c1ccc(O)c(Cl)c1)N1CCN(S(=O)(=O)c2ccccc2)CC1 = 2	-6%	0%	-9%	-17%	-2%	2	i	-17%
Profile of Cc1ccc(NC(=O)c2cc(-c3ccc(C)o3)nc3ccccc23)cc1 = 8	?	13%	-7%	-15%	28%	-1	-7%[57.5 µM]	-26%

Next part
cpd	SMILES	DRD3 antagonist	TDP-43 yeast inh	GLP1R cytotox	GLP1R ag	GLP1R inv ag	aSyn yeast inh	D3 ag	PTHR1 agonist	KB-V1 cytotox
11	O=C(NCC1CC1)c1onc(CSc2ccc(F)c(F)c2)c1C(=O)NCC1CC1	3	8%	4%	5%	?	6%	-17	i	16%
12	COc1ccccc1/C=C/C(=O)/C=C/c1ccccc1O	-27	?	?	5%	?	6%	-5	-9%	?
13	O=C(c1ccc(COc2c(F)c(F)c(F)c(F)c2F)o1)N1CCN(Cc2ccc3c(c2)OCO3)CC1	?	20%	-1%	16%	?	8%	-3	-12%[57.5 µM]	-21%
14	Cc1scc(C(=O)N/N=C/c2ccco2)c1C	-27	17%	-5%	-8%	-8%	-5%	-1	-3%	4%
15	Cc1cccc(N2C(=O)CC(N3CCN(c4ccccc4)CC3)C2=O)c1 (stereo not drawn)	-8	17%	3%	0%	15%	?	-6	-14%[57.5 µM]	-7%
16	O=C(C1CC(=O)N(C2CCCC2)C1)N1CCN(c2cccc(C(F)(F)F)c2)CC1 (stereo not drawn)	-18	-22%	-7%	6%	?	0%	-11	-18%	-17%
17	CN(C)c1ccc(CNC(=O)CCNS(=O)(=O)c2cc(Br)cnc2N)cc1	-2	5%	-5%	-4%	4.5µM*	1%	7	i	?
18	COc1cc(NC(=O)COc2cccc(OC)c2)cc(OC)c1	-19	?	-8%	0%	0%	-6%	-5	i	0%
19	O=C(Nc1ccccc1C(F)(F)F)c1ncn[nH]1	4	-14%	-8%	22%	4%	2%	-6	i	-14%
20	COC(=NC(C)C)NC(C)C	1	-21%	-13%	5%	-16%	-6%	3	i	3%

[21] CC(=O)c1ccc(N2CCN(C(=O)C3CCN(S(=O)(=O)c4ccc(Br)s4)CC3)CC2)cc1
[22] Cc1c(Cl)cccc1NC(=O)CC1Oc2ccccc2NC1=O (stereo not drawn)
[23] CCOC(=O)[C@]12CCC=C1N(Cc1cccc3ccccc13)C(=O)[C@H](CC(=O)NCCCOC)C2
[24] CC(C)NC(=O)c1ccccc1NC(=O)Cc1ccc(Cl)cc1
[25] O=C(O)c1c[nH]c2ccc([N+](=O)[O-])cc2c1=O
[26] Cc1cc(C)n(-c2nc3ccccc3nc2Nc2ccc(Cl)c(C(=O)OC(C)C)c2)n1
[27] COc1cc(OC)c(-c2cc(C(=O)O)ccc2OC)c(OC)c1
[28] Cc1ccc(C(=O)Oc2ccccc2N2C(=O)C3CCC(C)CC3C2=O)cc1 (stereo not drawn)
[29] O=C(c1ccc(Cl)c(Cl)c1)c1cc(-c2ccccn2)c(N2CCOCC2)s1
[30] COc1ccccc1CC(=O)Nc1cccc2ccccc12

Assay by compound,21,22,23,24,25,26,27,28,29,30
DRD3 antagonist,.,-22,0,-20,-26,.,-1,37,-19,-4
TDP-43 yeast inh,25%,-11%&10%,17%,10%,-10%,15%,2%,6%,?,?
GLP1R cytotox,-2%,7%&-4%,-15%,2%,-13%,-8%,13%,-14%,152%[activator],1%
GLP1R ag,.,0%,-2%,5%,0%,.,0%,-7%,2%,4%
GLP1R inv ag,-12%,-20%&2%,0%,0%,0%,10%,18%,-6%,?,10%
aSyn yeast inh,.,-6%,1%,0%,5%,.,-1%,.,-14%,4%
D3 ag,6,12&8,-9,-12,-8,7,-2,8,-5,3
PTHR1 agonist,-40%[inhibitor],-8%,i,?,i,i,-4%,-13%,-2%,i
KB-V1 cytotox,?,5%,-37%,-27%,-15%,14%,?,10%,4.1µM*,15%

[31] CCN(CC(=O)Nc1ccccc1C(F)(F)F)C(=O)/C=C/c1ccc(Cl)c([N+](=O)[O-])c1
[32] COc1ccc(NC(=O)C2(c3ccc(NC(=O)c4ccc(OC)c(OC)c4)cc3)CCCC2)cc1
[33] CCCCC(=O)OC1=CN(Cc2ccccc2)S(=O)(=O)c2ccccc21
[34] Cc1ccc(OC(=O)CCN2C(=O)c3ccccc3C2=O)cc1C
[35] COc1cc(/C=N/NC(=O)CCC(=O)NCc2ccccc2)cc(OC)c1OC
[36] O=C(Nc1ccccc1N1CCOCC1)c1ccco1
[37] COc1ccc2[nH]c(=O)c(CN(C(=O)c3cccnc3)c3ccccc3C)cc2c1
[38] CCOC(=O)c1c(C)oc2ccc(NS(=O)(=O)c3ccc(C(=O)O)cc3)cc12
[39] CC[C@H](C)[C@@H](C(=O)NCCCCCCCCCCC(=O)N1CCNCC1)n1cc(CCCCCN)nn1
[40] CCOC(=O)CSC1=C(C#N)C(=O)NC2(CCCCC2)S1

Assay by compound,31,32,33,34,35,36,37,38,39,40
DRD3 antagonist,0,26,.,3,7,-2,-12,0,8,-23
TDP-43 yeast inh,23%,-1%,1%,-8%,0%,?,1%,-9%,30%,-19%
GLP1R cytotox,2%,-12%,-4%,3%,-13%,4%,-5%,-12%,3%,12%
GLP1R ag,1%,-1%,.,9%,0%,7%,16%,2%,-4%,10%
GLP1R inv ag,4%,7%,17%,6%,17%,10%,15%,4%,?,15%
aSyn yeast inh,-6%,0%,.,-4%,8%,0%,-1%,-5%,-1%,-10%
D3 ag,-10,-2,-1,0,6,-4,-2,-2,-2,-5
PTHR1 agonist,-7%,i,10%,-31%,i,i,i,-16%,i,-14%
KB-V1 cytotox,-15%,-5%,-2%,-1%,7%,0%,12%,-4%,?,-14%

[41] COc1cc2c(cc1NC(=O)C(C)NCc1ccccc1)oc1ccccc12 (stereo not drawn)
[42] O=C(C(=O)N(Cc1ccccc1)Cc1ccccc1)c1c(-c2ccccc2)[nH]c2ccccc12
[43] Cn1c(=O)[nH]c(=O)c2c1nc(CN1CCN(c3ccc(F)cc3)CC1)n2CCCc1ccccc1
[44] Cc1occc1C(=O)N1CCN(S(=O)(=O)c2ccccc2)CC1
[45] Cn1c(O)c(N=Nc2ccccc2[N+](=O)[O-])c2ccccc21

Assay by compound,41,42,43,44,45
DRD3 antagonist,-2,148,7,-21,-20
TDP-43 yeast inh,-13%,21%,10%,-1%,10%
GLP1R cytotox,34%[activator],?,1%,-3%,18%
GLP1R ag,15%,0%,10%,-1%,1%
GLP1R inv ag,11µM*,?,32%[activator],-11%,18%
aSyn yeast inh,-12%,3%,-1%,-1%,-12%
D3 ag,-11,25,5,-7,-5
PTHR1 agonist,-2%,-24%,-8%,-5%,i
KB-V1 cytotox,?,0%,?,.,-5%

Not all compounds are listed; rates above refer to the full screens.
